Diaph act CS – diaphorase activation or chemical reduction counter-screen; Diaphorase/resazurin coupled assay, resorufin fluorescence, 16 min; active compounds read high; 1 = vehicle wells, 0 = NADH-free wells; activation factor at 20 µM; 190,000 tested, 0.005% active; AID 1229;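 active means diaphorase activity raised at least twofold by the compound at 20 µM; inactive means activation factor below 2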
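Measured by – red resorufin fluorescence at 544/590 nm excitation/emission · Test system – Clostridium kluyveri diaphorase, purified enzyme · Incubation – reaction time 16 min, room temperature · Buffer or medium – 50 mM HEPES pH 7.4 with 4.542 mM MgCl2, 0.005% Tween 20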
G6PDH counter – counter-screen for G6PDH assay hits: L. mesenteroides G6PDH inhibition. Purified L. mesenteroides G6PDH, diaphorase/resazurin coupled fluorescence, 45 min. inhibition, % at 5 µM. 200,000 tested, 0.12% active. AID 1020; in the data active means inhibition above about 50%
Diaph inh CS – inhibits diaphorase or chemically oxidizes, flagging diaphorase assay artifacts | diaphorase resazurin-to-resorufin fluorescence, NADH, 16 min; bacterial (C. kluyveri) enzyme, not human | inhibition, % at 20 µM | 190,000 tested, 0.69% active | AID 1217;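 active means primary screen inhibition at 20 µM above a set limit, cut at about 50% in these data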;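 further: plate controls were DMSO with full reaction for no effect and wells lacking NADH for full effect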
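controls = No-NADH positive control and DMSO neutral control | system = Clostridium kluyveri diaphorase enzyme | timing = reaction incubation of 16 min at room temperature | signal = resorufin fluorescence 544/590 nm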
PPARg SRC1 recr – agonists of human PPARgamma SRC-1 coactivator recruitment. activation, % at 8 µM. 200,000 tested, 0.41% active. AID 631. P37231. PPARgamma-SRC-1 coactivator recruitment biochemical assay; in the data active means activation above about 19%;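 further: 0% = DMSO and 100% = reference agonist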
PMI act satM6P – activators of human phosphomannose isomerase at near-saturating mannose 6-phosphate. P34949. coupled PMI enzyme assay, resazurin fluorescence, 20 min; active compounds read high; 1 = untreated enzyme, 0 = substrate-free blank. activation factor at 20 µM. 190,000 tested, 0.34% active. AID 1216;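 active means activation factor of 2 or more at 20 µM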
Target sequence (P34949 whole entry, looked up): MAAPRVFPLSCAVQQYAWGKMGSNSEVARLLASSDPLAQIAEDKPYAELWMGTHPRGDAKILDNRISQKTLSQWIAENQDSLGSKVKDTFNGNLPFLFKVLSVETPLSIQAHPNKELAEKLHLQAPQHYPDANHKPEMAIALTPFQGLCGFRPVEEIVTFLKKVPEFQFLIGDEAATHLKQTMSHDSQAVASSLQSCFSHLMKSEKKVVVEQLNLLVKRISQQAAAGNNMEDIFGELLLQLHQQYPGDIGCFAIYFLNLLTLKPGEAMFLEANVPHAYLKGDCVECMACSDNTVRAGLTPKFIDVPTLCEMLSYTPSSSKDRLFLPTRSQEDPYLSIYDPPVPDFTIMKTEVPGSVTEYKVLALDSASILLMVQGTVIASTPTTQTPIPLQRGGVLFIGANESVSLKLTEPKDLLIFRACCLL
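Test system: Human PMI in coupled enzyme assay | Input: 15 ng/mL PMI | Medium: HEPES-buffered pH 7.4 with magnesium and detergent | Compound: One concentration, 20 µM, in 1% DMSO | Incubation: Enzyme reaction with compound 20 min at room temperature | Detection: Diaphorase-driven resazurin-to-resorufin fluorescence, excitation 544, emission 590 nm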
ROMK primary – human ROMK K+ channel modulation, primary screen. P48048. Tet-inducible ROMK, thallium flux fluorescence; actives lie on both sides. B-score at 10 µM. 130,000 tested, 2% active. AID 1918;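 active means signal ratio slope over the read window, or its plate-corrected B-score, at least 3 SD from the plate mean, either direction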;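 further: B-score of the F/F0 ratio slope over 7 to 12 s after thallium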
PPARg SRC2 recr – promotes SRC-2 coactivator recruitment by human PPARgamma | P37231 | PPARgamma LBD-SRC-2 recruitment, biochemical | activation, % at 8 µM | 200,000 tested, 0.34% active | AID 1032; in the data active means activation above about 22%;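 further: 0% = vehicle and 100% = reference agonist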
SRC2 TRFRET art – flags TR-FRET format artefacts in PPARgamma SRC-2 recruitment agonist screen | TR-FRET artefact counter-screen; active compounds read high | TR-FRET ratio at 8 µM | 200,000 tested, 0.4% active; in the data active means TR-FRET ratio above about 2000; further: inactives centre near 1500
PPARg SRC-3 ag – PPARgamma-driven SRC-3 recruitment agonism; P37231; biochemical PPARgamma/SRC-3 coactivator recruitment assay; activation, % at 8 µM; 200,000 tested, 0.26% active; in the data active means activation above about 23%;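 further: 0% = DMSO and 100% = reference agonist; some compounds past the cut are filed as inactive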
PMI act – activators of human phosphomannose isomerase; activation factor at 20 µM; P34949; 190,000 tested, 0.005% active; purified human PMI, coupled resazurin fluorescence, 20 min; active compounds read high; 1 = vehicle control, 0 substrate-free wells;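 active means activation factor of 2 or more at 20 µM, relative to plate controls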
S1P3 antag – S1P3 (human) receptor antagonism; Q99500; CHO S1P3 NFAT-BLA reporter, FRET fluorescence, antagonist mode; inhibition, % at 4.98 µM; 170,000 tested, 0.27% active;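 active means inhibition above the plate cutoff, the mean inhibition of test wells on that plate plus 3 SD, cut at about 28% in these data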;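 further: cells challenged with S1P at its EC80 of 0.8 µM; blue over green emission ratio from cleaved BLA substrate after 4 h stimulation; 0% = S1P-stimulated wells and 100% = unstimulated DMSO-only wells; some compounds past the cut are filed as inactive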
Target sequence (Q99500 whole entry, looked up): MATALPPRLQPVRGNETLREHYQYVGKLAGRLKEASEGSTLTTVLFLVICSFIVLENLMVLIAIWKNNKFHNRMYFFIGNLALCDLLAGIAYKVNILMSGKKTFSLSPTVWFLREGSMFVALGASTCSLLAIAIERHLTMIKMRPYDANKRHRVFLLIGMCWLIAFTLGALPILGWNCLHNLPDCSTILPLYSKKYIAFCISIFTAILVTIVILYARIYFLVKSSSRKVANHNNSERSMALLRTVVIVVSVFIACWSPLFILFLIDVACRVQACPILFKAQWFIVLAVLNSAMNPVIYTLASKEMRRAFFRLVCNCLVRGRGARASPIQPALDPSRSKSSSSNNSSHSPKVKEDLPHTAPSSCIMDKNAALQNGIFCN
Active calls of the source: *; nt = no result given. Hits appear at their usual frequency. Share with any hit: about 3.3%.

SMILES	Diaph act CS	G6PDH counter	Diaph inh CS	PPARg SRC1 recr	PMI act satM6P	ROMK primary	PPARg SRC2 recr	SRC2 TRFRET art	PPARg SRC-3 ag	PMI act	S1P3 antag
CCO[C@@H]1OC(C(N)=O)=C[C@H](c2ccccc2)[C@H]1CCCO	0.9	16	12	5	0.9	nt	-3	1374	-8	0.9	-10
CC(C)(C)c1ccc(S(=O)(=O)N2CCCC2C(=O)NC2=NCCS2)cc1 (stereo not given)	0.9	5	10	-4	1.1	nt	1	1505	2	1	22
CCCC(=O)CN1C(=O)C2(OCCO2)c2ccccc21	0.9	2	10	-8	0.9	0.66	-1	1764	5	0.9	-2
O=C(Nc1ccc(Br)c2cccnc12)c1ccc(Cn2cc(Cl)cn2)o1	0.8	9	17	8	1	0.55	11	1620	4	1	-20
CC(C)CCNC(=S)Nc1ccccc1F	0.9	-4	9	-2	1.1	0.92	-4	1655	2	1.1	-3
O=C(COc1c(F)c(F)c(C(F)(F)F)c(F)c1F)Nc1ccc(N2CCOCC2)c(Cl)c1	0.8	6	22	6	0.8	0.04	3	1662	10	0.8	-43
O=C(CSc1nnc(C2CC2)n1Cc1ccccc1)c1cc2ccccc2o1	0.7	2	27	7	1.4	-1	2	1523	12	1.1	2
CC(C)(C)n1nc(-c2ccc(F)cc2)c2c(N)ncnc21	0.9	16	13	-2	0.9	nt	-1	1497	-3	0.8	nt
O=C(CSc1ccc(-c2cccs2)nn1)c1cccs1	0.9	-3	11	3	1.6	0.88	10	1551	9	1.4	-13
CCOC(=O)CSc1nnc(-c2ccccc2NC(=O)c2ccccc2)o1	1.1	1	-6	9	1.1	0.19	3	1437	5	1	-15
CC(C)N1CCc2c(sc(NC(=O)c3ccc(S(=O)(=O)N4CCc5ccccc54)cc3)c2C(N)=O)C1	1.3	3	-26	10	1	nt	8	1621	-1	1	-9
COC(=O)C1CCN(C(=O)Cc2ccc(C)cc2)CC1	1	2	0	0	1.1	-0.076	-5	1472	5	1	nt
COc1ccc2oc(-c3ccccc3[N+](=O)[O-])cc(=O)c2c1	0.7	14	32	-10	0.8	0.51	-10	1483	-3	0.9	5
Nc1nc2ccccc2n1/N=C/c1ccc([N+](=O)[O-])s1	1	7	-4	2	1	0.63	-6	1714	10	1	-1
O=C(CC1CCCCC1)N1CCN(c2ccccn2)CC1	1	-1	0	-2	1	nt	-2	1603	-2	1	-1

The last 3 entries of the section before are carried over, then new ones follow:
SMILES	Diaph act CS	G6PDH counter	Diaph inh CS	PPARg SRC1 recr	PMI act satM6P	ROMK primary	PPARg SRC2 recr	SRC2 TRFRET art	PPARg SRC-3 ag	PMI act	S1P3 antag
COc1ccc2oc(-c3ccccc3[N+](=O)[O-])cc(=O)c2c1	0.7	14	32	-10	0.8	0.51	-10	1483	-3	0.9	5
Nc1nc2ccccc2n1/N=C/c1ccc([N+](=O)[O-])s1	1	7	-4	2	1	0.63	-6	1714	10	1	-1
O=C(CC1CCCCC1)N1CCN(c2ccccn2)CC1	1	-1	0	-2	1	nt	-2	1603	-2	1	-1
O=C(CSc1ccccn1)N1CCN(c2ccccc2)CC1	0.8	-10	22	10	1	nt	8	1499	11	0.9	nt
CCOC(=O)c1cc(CC)sc1/N=C/C1=C(O)CCCC1=O	0.8	5	16	1	0.9	-0.0028	-2	1323	-4	0.9	4
COCCNCCCOc1ccc(C)cc1Br	1.2	5	-15	2	1.1	0.024	7	1682	3	1	-14
O=C(c1cccc(C(F)(F)F)c1)C1CCCN(C(=O)CCCN2CCCC2=O)C1 (stereo not given)	0.9	5	9	-1	1	0.74	-1	1599	-3	0.9	-6
O=C(Cn1cnc2ccccc21)OCC(=O)N1CCc2ccccc2C1	0.8	15	20	7	0.8	-0.41	8	1518	0	0.9	-9
O=S(=O)(c1ccccc1)c1nc(-c2ccccc2F)oc1NCc1cccnc1	1	0	4	0	1	-0.45	3	1657	2	1	-31
Cc1cc(/C=N/NC(=O)COc2cccc3cccnc23)c(C)n1-c1ccc(O)cc1	1	-5	4	-3	0.8	0.042	1	1667	0	1	3
COc1ccc(-c2cc(-c3nnc(COC(=O)C4CC4C)o3)c3ccccc3n2)cc1OC (stereo not given)	1	-13	0	-4	1	nt	-4	1494	0	1	-6
CN(C)CCCNC(=O)c1ccc(CN(c2ccccc2)S(C)(=O)=O)cc1	1	6	1	0	1	-0.099	6	1530	5	1	8
Cc1cnc(NC(=O)CSc2nc3ccccc3s2)s1	0.9	-4	9	2	1.1	nt	-12	1437	-1	1.1	nt
CN(C)CCOc1nc(-c2ccccc2)nc2c1oc1ccccc12	1.4	-2	-40	5	1.1	nt	1	1394	-6	1.1	-52
CC(=O)N1CCc2cc(S(=O)(=O)NC(C(=O)NC3CCCc4ccccc43)C(C)C)ccc21 (stereo not given)	1	14	2	-1	0.9	nt	7	1494	-1	0.9	16
FC(F)C(F)(F)C1=CC(c2cccs2)=NCCN1	1	0	-2	5	1	0.024	13	1709	3	1	15
Cc1cccc(C)c1OCCNC(=O)CCC(=O)c1ccccc1	0.9	2	7	-6	1	nt	2	1632	3	0.9	4
O=C1CCC(=O)N1c1ccc(CSc2nc3ccccc3[nH]2)cc1	0.8	8	19	4	0.9	nt	8	1539	1	1	7

Brought forward from above: two compounds; new compounds follow.
SMILES	Diaph act CS	G6PDH counter	Diaph inh CS	PPARg SRC1 recr	PMI act satM6P	ROMK primary	PPARg SRC2 recr	SRC2 TRFRET art	PPARg SRC-3 ag	PMI act	S1P3 antag
Cc1cccc(C)c1OCCNC(=O)CCC(=O)c1ccccc1	0.9	2	7	-6	1	nt	2	1632	3	0.9	4
O=C1CCC(=O)N1c1ccc(CSc2nc3ccccc3[nH]2)cc1	0.8	8	19	4	0.9	nt	8	1539	1	1	7
Cc1cc(C)n2nc(C(F)(F)F)c(-c3ccccc3)c2n1	0.9	4	10	-5	1	-0.38	-9	1308	1	1	-2
CC(=O)N1N=C(c2ccncc2)OC12CCCCC2	0.9	11	10	0	1	nt	14	1613	11	1.1	nt
CCOc1ccccc1-c1nnc(SCC(=O)NC2CC3CCC2C3)n1CC (stereo not given)	1	-15	5	0	1	nt	3	1670	-13	1	10
O=C(CNC(=O)c1ccccc1F)NCCOc1ccccc1Cl	0.9	18	6	2	0.9	0.27	6	1479	-4	0.8	-9
O=C(CCC(=O)c1ccc(Oc2ccccc2)cc1)Nc1cccc(Cl)c1Cl	1	3	1	-3	1.1	-0.49	6	1583	-2	1.1	9
CCOc1ccc(C(CC(=O)O)n2cnnn2)cc1 (stereo not given)	1.1	6	-8	-1	1.2	0.63	-2	1378	-1	1.3	-4
Cc1cc(C)cc(NC(=O)c2nccnc2C(=O)O)c1	0.9	7	13	-2	0.9	nt	-1	1553	-3	0.9	nt
Cc1cc2oc(=O)cc(C)c2c(=O)o1	1	-11	4	-6	0.9	nt	5	1494	4	1	12
Cc1cc(SCNC(=O)c2ccccc2)nc(C(C)C)n1	0.9	0	7	1	1.6	0.25	2	1563	3	1.3	-8
O=[N+]([O-])c1ccc(N2CCN(S(=O)(=O)c3ccc4ccccc4c3)CC2)cc1NCC1CCCO1 (stereo not given)	0.9	-20	9	0	0.9	-0.22	4	1486	-3	0.9	-5
CCOC(=O)C1=C(C)Nc2ccccc2N=C1NC(=O)c1ccc(Cl)c(S(=O)(=O)N2CCCC2)c1	0.8	14	21	5	0.9	0.11	4	1448	1	0.9	3
CCN(CC)S(=O)(=O)c1ccc(C(=O)NCc2n[nH]c(=S)n2Cc2ccccc2)cc1	0.8	4	20	-2	1	nt	-2	1461	1	0.9	-43
CCOC(=O)c1c(N)sc(C(O)(C(F)(F)F)C(F)(F)F)c1-c1ccc(OC)cc1OC	0.8	11	19	5	0.8	0.0093	5	1595	4	0.9	6
c1ccc(-c2nc3nc4ccccc4nc3n2Cc2ccco2)cc1	0.9	6	9	7	1.2	nt	8	1564	17	1.2	-10
CCN(CC)S(=O)(=O)c1ccc(NC(=O)COC(=O)c2ccc(Br)o2)cc1	0.9	-1	13	7	1	nt	3	1545	1	1	-21
CCN(CC)CCCN1C(=O)CSC1c1ccc([N+](=O)[O-])cc1 (stereo not given)	0.9	3	12	0	1	0.55	-1	1508	5	0.9	-12
Cc1ccc(C(C(=O)NC2CCCCC2)N2CCN(C(=O)c3ccco3)CC2)cc1 (stereo not given)	0.9	6	11	6	0.9	nt	-1	1641	2	0.9	nt
Cc1cc(C)cc(NC(=O)CSc2ccc(-c3cccs3)nn2)c1	0.6	-37	39	4	0.9	-0.97	6	1774	8	0.8	-6
COC(=O)c1[nH]c2ccccc2c1NC(=O)CNC1CCCCC1	0.9	-13	13	-4	0.9	nt	4	1538	10	0.9	-20
Cc1cc(C)c2nc(SCC(=O)N(C)C3CCS(=O)(=O)C3)cc(C)c2c1 (stereo not given)	1	7	-4	1	2*	0.35	-3	1523	2	1.5	-5
OCCNc1nc2ccccc2n1CC(O)c1ccccc1 (stereo not given)	0.8	5	19	3	0.9	0.51	14	1553	0	1	4
N#C/C(=C(/O)CSc1ccccc1C(=O)O)c1nc2ccccc2s1	0.9	4	9	1	1.1	0.93	-2	1383	-5	1	nt
CCOC(=O)C(C)/C(C)=N/NC(N)=S (stereo not given)	1	-6	3	-3	1.1	0.017	-8	1562	9	1.1	-9
COc1ccc(NC(=O)C(Sc2ccccc2)c2ccccc2)c(OC)c1 (stereo not given)	0.8	-18	19	8	0.9	-1.2	7	1733	4	0.9	7
CC(=O)Nc1nc(-c2ccccc2)nc(-c2ccccc2OC(C)=O)n1	1	3	4	-3	1	-0.23	1	1620	0	1	28
O=C(Cn1[nH]c(=O)c2ccccc2c1=O)Nc1cccnc1	1	4	3	1	1	0.67	5	1636	-1	1	-11
CN(C)c1ccc(C2N(c3ccc(F)cc3)C(=O)C3CCCN32)cc1 (stereo not given)	1	6	0	4	0.9	nt	6	1617	-2	1	-2
CC(C)OCCCNC(=O)CCc1nc(-c2ccccc2)no1	0.8	1	20	0	0.9	-0.041	2	1549	4	0.9	-20
CCC(/C=N/NC(=O)C(N)=O)CC	0.9	0	6	-6	1.1	0.33	-2	1582	-4	1	-5
Cc1ccc2cc(C(c3nnnn3C(C)(C)C)N3CCCCCC3)c(=O)[nH]c2c1 (stereo not given)	0.5	15	52*	11	1.5	0.46	1	1446	7	1.1	-33
COc1ccc(NC(=O)CO/N=C(\C)c2cccs2)cc1	1	7	4	6	1.1	-0.21	4	1519	1	1.1	-18
CCCC(=O)Nc1nnc(SCC(=O)NCc2ccco2)s1	0.9	-6	14	3	0.9	nt	7	1630	6	1	7
